Screens deposited in PubChem BioAssay by Fisher Drug Discovery Resource Center.
NPYLR7 agonist: mosquito NPYLR7 agonism; HEK293T NPYLR7/Galpha15, GCaMP6s calcium fluorescence; actives 0.15% (n = 270,000); AID 1259423; activation, % at 10 µM; in the data active means activation above about 40%;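 further: 0% = vehicle and 100% = reference agonist at the receptor; some compounds past the cut are filed as inactive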
hcGAS lum: blocks human cGAS activity; Q8N884; recombinant h-cGAS, ATP depletion, Kinase-Glo luminescence; inhibition, % at 12.5 µM; actives 0.081% (n = 290,000);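 further: 0% = vehicle reaction and 100% = reaction without DNA for no activity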
Target sequence (Q8N884 whole entry, looked up): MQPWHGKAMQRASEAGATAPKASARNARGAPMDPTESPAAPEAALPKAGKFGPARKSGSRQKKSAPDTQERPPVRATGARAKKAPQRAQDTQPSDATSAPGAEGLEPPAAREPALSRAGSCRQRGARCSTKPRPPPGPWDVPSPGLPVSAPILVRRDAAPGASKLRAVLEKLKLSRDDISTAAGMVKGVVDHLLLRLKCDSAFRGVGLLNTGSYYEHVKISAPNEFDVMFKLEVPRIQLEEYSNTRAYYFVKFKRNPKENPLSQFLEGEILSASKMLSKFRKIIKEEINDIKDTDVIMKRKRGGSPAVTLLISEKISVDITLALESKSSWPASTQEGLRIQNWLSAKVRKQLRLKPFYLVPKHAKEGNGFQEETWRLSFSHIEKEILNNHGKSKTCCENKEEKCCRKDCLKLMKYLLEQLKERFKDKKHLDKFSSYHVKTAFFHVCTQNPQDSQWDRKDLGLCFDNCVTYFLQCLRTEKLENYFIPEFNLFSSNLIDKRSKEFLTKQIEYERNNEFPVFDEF
mcGAS inh: mouse cGAS inhibition by luminescence; Q8C6L5; recombinant cGAS, Kinase-Glo ATP depletion luminescence; inhibition, % at 12.5 µM; actives 0.15% (n = 160,000); AID 1259399;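 further: 0% = negative control wells and 100% = reference inhibitor with no enzyme activity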
Starred values were filed as active, the others as inactive; / = no result given; & = joins results of further samples. Unless noted, no stated cut-off is given here; in the data, active means inhibition above about 40%; inactive means the rest. Hits appear at their usual frequency; about 0.29% have a hit in one of these screens.

Compound | hcGAS lum | NPYLR7 agonist | mcGAS inh
CC1C(=O)N(c2cccc(F)c2)CCN1C(=O)c1cccs1 (stereo not drawn) | -4.9 | -0.7 | -4.7
CCOC(=O)C(=O)N1CCC(c2nc(-c3ccc(F)c(F)c3)no2)CC1 | -0.6 | -4.6 | 0.2
O=C(NCc1ccc(Br)cc1F)c1ccc2nncn2c1 | -9.6 | 11.9 | /
Cc1cccc(C(=O)Nc2nnc(CC(=O)N/N=C\c3ccncc3)s2)c1 | 0.2 | -8.5 | 1.4
COc1cccc(CC2(CO)CCCN(CC3=Cc4cc(Cl)ccc4OC3)C2)c1 (stereo not drawn) | -5.0&-4.9 | 5.3&13.4 | -2.8
COc1ccc(N2CCN(Cc3cc(=O)c(OC)cn3CC(=O)NCc3ccc(C)cc3)CC2)cc1 | -3.9 | -0.2 | -7.5
COc1cccc(/C=C2/C(=O)N(c3ccc(Cl)c(Cl)c3)N=C2C)c1 | 1.0 | 10.6 | -1.0
O=C(NCCOc1ccc2nnc(-c3cccc(F)c3)n2n1)Nc1ccccc1Cl | -1.0 | 2.6 | -4.8
CC(=O)C1=C(c2ccc(C)c(C)c2)N(C(C)=O)n2c(nnc2-c2ccccc2)S1 | -11.8 | 4.1 | /
c1ccc(Cn2c(SC3CCCCC3)nc3ccccc32)cc1 | 3.8 | -0.6 | /
CN(c1ccc(C(N)=O)nn1)C1CCc2ccccc2C1 (stereo not drawn) | 6.8 | -7.1 | /
O=C(Cc1cccs1)N1CCN(c2nnnn2-c2ccccc2)CC1 | 4.0 | 7.6 | /
C[C@H]([C@@H](O)c1ccc(O)cc1)N1CCC(Cc2ccccc2)CC1 (racemic) | -2.8 | -9.1 | /
Cc1cccc(C(=O)N(Cc2cc(N)ccc2N(C)C)CC2CC2)c1 | -6.0 | -5.7 | /
Cc1cccc(-n2nc3c(c2NC(=O)Cc2cccc4ccccc24)CS(=O)(=O)C3)c1C | -5.7 | -5.2 | /
COc1ccc(/C=C(\C#N)c2nn(CCO)c(N)c2C#N)c(OC)c1 | -0.2 | -0.3 | /
CS(=O)(=O)NC1CCN(CCCc2cccc3ccccc23)CC1 | -7.1 | 0.9 | /
CN(C)CCCN(C(=O)c1ccn(C)n1)c1nc2c(F)cc(F)cc2s1 | -10.5 | / | -7.6
O=C(CN(CCN1CCOCC1)C(=O)Nc1cccc2ccccc12)N(Cc1ccccc1)Cc1cccs1 | -7.0 | 1.9 | -5.7
COCCCNS(=O)(=O)c1cc(Cl)ccc1Cl | -8.0 | 0.1 | /
CCOC(=O)c1cc(-c2ccc(OC)cc2)n(-c2ccc(C(=O)N3CCC(Cc4ccccc4)CC3)cc2)n1 | -6.6 | 3.5 | -8.0
COc1cc(CNc2ccnc3c(-c4cccc(OC(F)(F)F)c4)cnn23)cc(OC)c1OC | -7.4 | -2.1 | -2.5
O=C(Cn1c(=O)n(-c2ccccc2F)c(=O)c2ccc(Cl)cc21)N1CCCC1 | -0.8 | / | -8.0
COC(=O)CSC1=NS(=O)(=O)c2ccccc2N1 | -0.6 | 5.0 | /
Cc1ccccc1C1=NC(C)(CC(=O)NCc2ccccc2)ON1C (stereo not drawn) | -5.8 | 8.1 | /
Cn1c(SCC(=O)N2N=C(c3cccs3)CC2c2ccco2)nnc1-c1ccco1 (stereo not drawn) | -6.1 | 0.8 | -5.4
Cc1cc2n(n1)CC(CNC1CCN(Cc3ccncc3)CC1)CN2 (stereo not drawn) | -17.3 | 4.3 | /
COc1ccc2c(c1OC)C(=O)OC2[C@H]1c2c(cc3c(c2OC)OCO3)CCN1C (stereo partly drawn) | -3.0&-1.4 | -4.6&-6.5 | /
COc1ccc(C(=O)N2CCN(CC(OCc3cccc(C)c3)c3ccc(Cl)cc3)CC2)c(OC)c1 (stereo not drawn) | -3.3 | 1.5 | 1.7
COc1ccc2nc(N=Cc3nc(-c4ccccc4Br)oc3O)sc2c1 | -4.0 | -0.7 | -4.7
COC(=O)C1=C(C)NC2=C(C(=O)CC(c3ccccc3)C2)C1c1ccc(C)o1 (stereo not drawn) | -2.0 | 3.7 | /
Cc1cc(NC(=O)CSc2nc(=O)n(Cc3ccccn3)c3c2CCC3)no1 | -4.1 | -4.5 | -6.5
CSc1nnc2n1CCCN2C(=O)Nc1ccc(Cl)c(Cl)c1 | -2.8 | -5.5 | /
CC(C)(O)C#Cc1ccc(C(=O)N2Cc3ccccc3OC(c3ccccc3)C2)cc1 (stereo not drawn) | -11.9 | 13.9 | -13.4
COc1cc(Br)c(/C=C2\NC(=S)NC2=O)cc1OC | 7.4 | -5.5 | -0.4
Cc1ccc(Cc2nsc(N3CCC(CNC(=O)c4ccc(C(F)(F)F)cc4)CC3)n2)cc1 | -2.3 | 18.6 | -5.9
CC(=O)c1cc(CN(C)Cc2cc(C(C)(C)C)n[nH]2)cs1 | -1.3 | 9.1 | -0.6
CC(C)c1nnc(NC(CCO)c2cccs2)s1 (stereo not drawn) | -8.3 | 3.2 | /
CSc1ccccc1C(=O)NCc1c(C)ncc2c1CCN(C(=O)c1sccc1C)C2 | -8.7 | 18.5 | -10.6
O=S(=O)(c1ccsc1)N1CCC(n2cc(CCO)nn2)CC1 | -0.3 | 8.1 | /
CC(C)(C)c1ccc(-c2ccnc3nc(N4CCN(S(=O)(=O)c5ccc(F)c(Cl)c5)CC4)nn23)cc1 | -4.4 | / | -7.3
O=C1NC(=O)C(c2ccc(F)cc2)N1 (stereo not drawn) | -10.4 | 7.2 | -5.4
O=c1c2ccccc2sn1CN1CCCCC1c1nc2ccccc2s1 (stereo not drawn) | 3.7 | -3.3 | /
COc1ccc(C)c2sc(N(CCCn3ccnc3)C(=O)c3cccs3)nc12 | -0.6 | -10.0 | -2.4
O=C(N=C1NC(=O)C(F)(C(F)(F)F)S1)NC1CCCCC1 (stereo not drawn) | -9.6 | / | -2.5
Cc1cccc(OCC(=O)N2CCOC(COCc3cccc(C(F)(F)F)c3)C2)c1C (stereo not drawn) | -6.8 | 3.7 | -6.4
Cc1ccc(C2c3ccsc3CCN2C(=O)CN(C(=O)c2ccccc2Br)C2CC2)cc1 (stereo not drawn) | -7.5 | -5.4 | -3.9
CCOc1ncccc1CN1CCCC(C(=O)NCC2CCCCC2)C1 (stereo not drawn) | -10.0 | -9.7 | -2.7
CN1CCN(C(CNS(=O)(=O)c2ccc(F)cc2)c2ccsc2)CC1 (stereo not drawn) | -2.1 | 21.2 | -5.1
CC(C)(C)N(Cc1ccsc1)C(=O)CS(C)(=O)=O | -4.2 | 6.5 | /
CC(C)(C)OC(=O)N1CCN(S(=O)(=O)c2ccc(F)cc2)CC1 | -4.1 | -4.0 | /
COc1ccc(C(=O)Nc2cnn(C(C)(C)C)c2)c(O)c1 | -6.4 | 1.1 | /
Cc1cc(N2CCN(C(=O)c3cn(CCN4CCCCC4)nn3)CC2)cc(C)n1 | -5.4 | 9.6 | /
CCn1nnc2c(SC)ncnc21 | -1.2 | 0.5 | /
Cc1cnc(N2CCCC3(CCC(=O)N(CCCO)C3)C2)nc1N(C)C (stereo not drawn) | -1.1 | / | -0.8
COc1ccc(Cl)cc1NC(=O)c1ccc(N2CCCC2=O)cc1 | -1.1 | 4.8 | /

Reprinted at random: 6 entries already listed.
Compound | hcGAS lum | NPYLR7 agonist | mcGAS inh
Cc1cc(N2CCN(C(=O)c3cn(CCN4CCCCC4)nn3)CC2)cc(C)n1 | -5.4 | 9.6 | /
COc1ccc(C(=O)Nc2cnn(C(C)(C)C)c2)c(O)c1 | -6.4 | 1.1 | /
CN1CCN(C(CNS(=O)(=O)c2ccc(F)cc2)c2ccsc2)CC1 (stereo not drawn) | -2.1 | 21.2 | -5.1
CCn1nnc2c(SC)ncnc21 | -1.2 | 0.5 | /
CC(C)(C)OC(=O)N1CCN(S(=O)(=O)c2ccc(F)cc2)CC1 | -4.1 | -4.0 | /
COc1ccc(Cl)cc1NC(=O)c1ccc(N2CCCC2=O)cc1 | -1.1 | 4.8 | /

(cont.)
Compound | hcGAS lum | NPYLR7 agonist | mcGAS inh
CCn1c(CC2CCN(Cc3ccc(N(C)C)nc3)CC2)n[nH]c1=O | -7.1 | -0.4 | /
CCS(=O)(=O)N1CCN(C(=O)c2ccc3nc(C)c(N(C)C=O)n3c2)CC1 | -3.8 | 16.1 | -3.9
COc1ccc(C(NC(=O)C2CCN(CCCc3ccccc3)CC2)c2ccccc2C)cn1 (stereo not drawn) | 0.4 | -5.3 | -2.2
CCOC(=O)N1CCC(NC(=O)C2CCCCC2C(=O)N2CCN(c3ccc(OC)cc3)CC2)CC1 (stereo not drawn) | -10.6 | -5.7 | -5.0
CN(Cc1nc(-c2cccnc2)no1)CC(C)(C)N1CCOCC1 | -7.8 | 0.6 | -11.9
CC(C)CCNC(=O)Cn1nc2n(c1=O)CCCCC2 | -12.3 | / | -5.1
CCN(CCNC(=O)CC(NC(C)=O)c1cccs1)c1ccccc1C (stereo not drawn) | 1.8 | 2.2 | -2.7
C=CCSc1nnc2c(n1)OC(c1ccsc1)Nc1ccccc1-2 (stereo not drawn) | 1.1 | 4.1 | 1.0
Cc1nccc(-c2cccc(NC(=O)C3CNCC(=O)N3)c2)n1 (stereo not drawn) | -3.7 | 7.7 | -13.0
CN1C(=O)NC(c2ccccc2F)C2=C1CN(C1CC1)C2=O (stereo not drawn) | -4.3 | / | -3.4
Cc1cc(C)c(S(=O)(=O)NNC(=O)Nc2ccccc2)c(C)c1 | 4.7 | -3.4 | 0.5
Cc1cc(N(C)C)ccc1NC(=O)CNC(=O)C1CC1C (stereo not drawn) | -13.0 | -1.9 | /
CN(CCc1ccccc1)C1CCCN(C(=O)CSc2ncn[nH]2)C1 (stereo not drawn) | 0.6 | 2.1 | /
CC(C)N1C(=O)C(=Cc2ccc([N+](=O)[O-])cc2)SC1=S | -8.7 | 4.6 | /
CN1CC2(CCCN(C(=O)CCc3ccccc3F)CC2)OC1=O (stereo not drawn) | -3.6 | 5.2 | /
C=CCn1c(SCC(=O)Nc2ccc(C)cc2)nc2scc(-c3ccco3)c2c1=O | -6.6 | -1.1 | -4.9
CCOC(=O)CNS(=O)(=O)c1cc(-c2nnc(Nc3ccccc3C)c3ccccc23)ccc1C | -6.8 | -17.3 | /
Cc1cc2nnc3c(N)c(C#N)c(N)nc3n2n1 | 0.3 | -6.7 | 0.6
Cc1ccsc1CN(Cc1ccccn1)C(=O)CN1CCCCCC1=O | -4.0 | 5.5 | /
COc1cccc(NC(=O)Nc2ccc(-c3csc4nc(C)cc(=O)n34)cc2)c1 | -3.0 | -4.3 | -1.9
C=CCN(Cc1ccccc1F)Cc1c(C)noc1C | -0.4 | 1.0 | /
O=C(CC/C=C/c1ccccc1)N(Cc1ccccc1)CC(F)F | -15.2 | 3.2 | /
O=C(Nc1ccccn1)C1CCCN(C(=O)Cc2ccccc2)C1 (stereo not drawn) | 7.2 | -8.5 | 2.4
CCOc1ccc(C(=O)Oc2coc(CSc3nccn3C)cc2=O)cc1 | -6.8 | -3.0 | -6.1
CC(C(N)=O)N1CC=C(CNC(=O)C23CC4CC(CC(C4)C2)C3)CC1 (stereo not drawn) | -2.2 | -0.9 | -7.8
CCOC(=O)N1CCC(NC(=O)C2CC23CCN(C(=O)c2cc4ccccc4n2C)CC3)CC1 (stereo not drawn) | -5.2 | 13.1 | -9.9
O=C(NCCCN1CCOCC1)c1ccc(-c2cc(-c3cccc4ccccc34)[nH]n2)cc1 | -6.0 | -2.1 | -4.8
CCCC(NC(=O)c1csc(C(C)=O)c1)c1ccccc1 (stereo not drawn) | -5.2 | 3.1 | /
Cc1ccc(S(=O)(=O)c2cnc(SCC(=O)Nc3ccc(C)c(C)c3)[nH]c2=O)cc1 | 6.4 | -11.7 | 0.6
FC(F)(F)c1ccccc1/C=N\Nc1nc(N2CCCCC2)nc(N2CCOCC2)n1 | -8.4 | -5.3 | -7.0
COCCN(CC(=O)N(CCc1ccc(OC)c(OC)c1)Cc1cccs1)C(=O)CC(C)CC(C)(C)C (stereo not drawn) | -3.4 | 9.6 | -2.2
Oc1cccc(-c2ccc(NC3CCCC3)nn2)c1 | -4.8 | 0.6 | /
CC1CCCC(C)N1C(=O)CS(=O)(=O)Cc1cc(=O)n(C)c(=O)n1C (stereo not drawn) | -11.0 | 0.9 | /
Cc1cccc(Cn2c(=O)c3c(nc4oc(C(C)(C)C)cn43)n(C)c2=O)c1 | 2.9 | 4.8 | -2.1
Cc1cccc(NC(=O)N(CC(=O)Nc2cc(C(C)(C)C)nn2-c2ccc(C)cc2C)Cc2ccccc2)c1 | -11.4 | -1.9 | -3.8
CC(=O)NC1(C(=O)Nc2cc(F)c(N(C)C)c(F)c2)CCC(C)CC1 (stereo not drawn) | -3.5 | 5.0 | /
CCCCCCn1c(=O)c2c(nc3n2CCN3c2ccc(Cl)cc2)n(C)c1=O | -10.1 | 2.6 | -6.1
COc1cc(C(=O)NNC(=O)COc2ccccc2)cc(OC)c1OC | -0.1 | -4.9 | -3.7
